# Assay outcomes (PubChem BioAssay)
# PGC1a acetyl inh: lowers PGC1a acetylation signal in U2OS cells; AID 651687; AlphaScreen anti-acetyl-lysine; with virally co-expressed GCN5 acetyltransferase; 0.17% of 350,000 active; inhibition, % at 15.6 µM;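 active = every replicate shows inhibition of at least 40%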;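 note: 0% = neutral control wells and 100% = positive control wells; some results beyond the cut were filed as inactive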
# Cneo AK release: Cryptococcus neoformans lysis via adenylate kinase release. AID 651654. C. neoformans lysis, adenylate kinase release luminescence, 4 h; normalised: neutral wells 0, clomiphene wells 100. lysis activity, % at 15 µM. 0.2% of 360,000 active;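 active = mean lysis activity across replicates of at least 80%, whatever share of replicates individually reach that level; inactive = mean lysis activity below 80%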
#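 Assay system: Cryptococcus neoformans yeast cells / Dosing: single-point compound dose / Timing: 4 h at 37 °C static, read 1 h later / Measured by: luminescence of released adenylate kinase using an AK detection reagent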
# Casp6 inh: inhibitors of human caspase-6; AID 686996; P55212; inhibition, % at 12.5 µM; 0.53% of 350,000 active; purified caspase-6, Z-VEID-R110 cleavage fluorescence;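 active = mean inhibition across replicates at least about 35%, with every replicate also reaching that limit, limit read from the data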;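 note: 0% = median of neutral control wells and 100% = no fluorescence left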
# Target sequence (P55212 24-179 limits assumed): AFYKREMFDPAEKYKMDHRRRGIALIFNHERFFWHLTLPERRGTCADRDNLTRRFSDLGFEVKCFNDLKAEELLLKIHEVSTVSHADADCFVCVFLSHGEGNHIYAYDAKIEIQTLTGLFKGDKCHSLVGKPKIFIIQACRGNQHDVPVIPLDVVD
# Target sequence (P55212 194-293 limits assumed): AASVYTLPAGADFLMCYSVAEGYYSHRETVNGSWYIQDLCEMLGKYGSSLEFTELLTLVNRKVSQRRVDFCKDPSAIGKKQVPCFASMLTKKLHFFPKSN
# FN deposit inh: fibronectin deposition inhibition; AID 743247; inhibition, % at 12.6 µM; AH1F fibroblasts, Alexa488-fibronectin deposition fluorescence, overnight; 0.086% of 350,000 active;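 active = mean inhibition across replicates of 30% or more, regardless of how many single replicates reach that level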;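 note: positive control wells lacked labelled fibronectin entirely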
#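 Schedule: 1 h cell adhesion before compound, then overnight fibronectin incubation; test system: AH1F fibroblast monolayer depositing Alexa488-labelled fibronectin into matrix; quantity: 10000 AH1F cells per well; probe or stimulus: fluorescent fibronectin at 24 nM final; signal: fluorescence, ex 485 nm, em 525 nm; evaluation: percent inhibition as loss of matrix-bound fibronectin fluorescence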
# EWS-Fli inh: inhibitors of EWS/Fli oncoprotein transcriptional activity; A673 NR0B1-luciferase reporter, viability-normalised; inhibition, % at 12.6 µM; 0.67% of 350,000 active;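 active = mean inhibition of at least 50% after viability correction, with every replicate also passing that limit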;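 note: firefly luciferase signal divided by Alamar Blue viability fluorescence both relative to DMSO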
# PAX8 inh HTS: lowers PAX8-driven luciferase in RMG-I cells | 1.2% of 360,000 active | inhibition, % at 12.6 µM | AID 652154 | RMG-I TPO-luciferase reporter, SteadyGlo, 24 h;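 active = mean replicate inhibition at least 60% with every replicate also reaching 60%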;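 note: luciferase light reporting Pax8 driven TPO promoter activity; plate controls were median of neutral control wells for no effect and mitoxantrone controls for full effect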
# LGR2 inh: Drosophila LGR2 receptor signaling inhibition; HEK293 LGR2, CRE-luciferase, bursicon-stimulated, 4 h; inhibition, % at 9.99 µM; 0.35% of 380,000 active; AID 720647;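 active = drop in luminescence signal, shown as inhibition above about 50% in the replicate tests, limit read from the data, passing the limit was not always enough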;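 note: agonist challenge used bursicon conditioned medium at about half maximal strength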
# miR122 inh: inhibitors of miR-122 in Huh7 cells | Huh7 miR-122 Renilla luciferase sensor, 48 h; neutral wells = 0, positive control = 100 | activation (reporter increase), % at 12.5 µM | 0.3% of 340,000 active | AID 602342;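 active = mean replicate activation score at least 90 and every replicate individually at or above 90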;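 note: higher luciferase means less miR-122 activity so hits act as miR-122 inhibitors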
# The depositor's hits bear a star; x = not tested or not shown; & = joins results of further samples; [ ] = another dose, or the depositor's remark.
# Order of values – EWS-Fli inh	LGR2 inh	miR122 inh	FN deposit inh	PGC1a acetyl inh	Casp6 inh	PAX8 inh HTS	Cneo AK release
CCC(C)C(CO)NCCCn1ccc(NC(=O)OCc2ccccc2)nc1=O (configuration not stated)
  1	3	3	-1	x	1	-5	-1
CCC1CCCCN1S(=O)(=O)c1ccc(NC(=O)c2ccncc2)cc1 (configuration not stated)
  x	9	-3	x	x	1	12	4
CCC(COC(=O)Nc1ccccc1)NC(=O)OC(C)C (configuration not stated)
  -28	-17	2	-4	-1	2	-34	x
CO[C@H]1CN(C)C(=O)c2ccc(NC(=O)Nc3ccc4c(c3)OCO4)cc2OC[C@@H](C)NC[C@@H]1C
  -38	-28	x	x	-5	-1	-59	3
C[C@@H]1CN([C@H](C)CO)C(=O)c2cc(NS(=O)(=O)c3ccc(F)cc3)ccc2O[C@H]1CN(C)CC1CC1
  x	9	-2[16.7 µM]	-5	-2	-3	-8	3
COc1cccc(CNC(=O)C[C@@H]2C=C[C@H](NC(=O)C3CCC3)[C@@H](CO)O2)c1
  -8	16	x	x	-2	x	-20	x
CCS(=O)(=O)N1CC(=O)N2[C@H](CO)[C@@H](c3ccc(C#CCC(C)C)cc3)[C@H]2C1
  4	21	x	x	1	3	-10	x
CNC[C@@H]1OCCCC[C@H](C)Oc2ccc(NC(=O)CCC(F)(F)F)cc2C(=O)N([C@@H](C)CO)C[C@H]1C
  -7	21	-3[16.7 µM]	x	9	1	-10	-4
C[C@H](CO)N1C[C@H](C)[C@@H](CN(C)C(=O)C2CC2)Oc2cc(C#CC3CCCC3)ccc2S1(=O)=O
  19	7	29[16.7 µM]	x	11	0	x	2
N#CC1(CCCN2CCCCC2)c2ccccc2CCc2ccccc21
  8	2	3	7	x	-6	3	-1
Cc1ccsc1/C=N/NC(=O)C(O)c1ccccc1 (configuration not stated)
  -3	2	46	3	15	0	-10	5
CO[C@@H](CN(C)Cc1nccs1)[C@H](C)CN([C@H](C)CO)S(=O)(=O)c1ccc(C)cc1
  2	-24	x	-1	4	1	x	3
COc1ccc(NC(C)=O)cc1S(=O)(=O)N1CCN(C/C=C/c2ccccc2)CC1
  5	3	-4	3	x	-1	3	x
O=c1ccc(Br)c[nH]1
  x	x	1	3	x	x	18	-7
COc1ccc2c(C#N)c3ccccn3c2c1
  -25	11	5	5	x	62*	-5	-3
COc1ccc(-c2sc(C(=O)c3ccc(Cl)cc3Cl)cc2CC(=O)O)cc1
  -15	-9	-8	12	-4	3	8	-2
O=C(O)C(c1ccccc1)N1C(=O)/C(=C\c2ccc(O)c(O)c2)SC1=S (configuration not stated)
  -4	-2	x	7	x	35	5	x
Cc1cc(C)c2cccc(NC(=S)NC(=O)c3ccccc3)c2n1
  x	-1	0	-6	1	x	x	3
CCCCCCCCN1C(=O)[C@@H](CC(=O)N2CCOCC2)C[C@@]2(C(=O)OC)C1=C[C@H](C(C)(C)C)O[C@@H]2C
  10	12	x	-2	x	1	4	x
CCC(CO)NCCNC(CC)CO (configuration not stated)
  -8	16	1	-15	x	-5	-2	-1
CCc1ccc(NC(=O)c2cc3c(C)nc4ccccc4c3o2)cc1
  -2	-8	x	1	-4	14	20	x
Cc1ccc(CSc2nncn2-c2ccccn2)cc1
  x	x	-1	4	2	x	-21	-1
CC1(c2ccc(Cl)cc2)NC(=O)N(CC(=O)Nc2ccc(F)cc2)C1=O (configuration not stated)
  x	18	x	7	x	0	-8	-2
CCCCn1c(N)c(N(CCC(C)C)C(=O)c2ccccc2-n2cnnn2)c(=O)[nH]c1=O
  1	2	-3	-1	11	-1	7	4
O=C(CN1C(=O)NC2(CCCCCC2)C1=O)c1cccs1
  -3	3	7	-5	8	7	-12	0
O=C(CCN1CCCCC1)N[C@H]1CC[C@H](CCn2cc(-c3ccc(F)cc3)nn2)O[C@@H]1CO
  0	-2	x	x	1	5	6	1
Cc1noc(C)c1S(=O)(=O)Nc1cccc2c1O[C@@H](CN(C)Cc1ccc(Oc3ccccc3)cc1)[C@@H](C)CN([C@@H](C)CO)C2=O
  -3	22	-3[16.7 µM]	x	-2	0	7	-2
O=C(c1cccnc1)N1C[C@H]2[C@@H](c3ccccc31)[C@H](CO)N2C(=O)CN1CCOCC1
  -1	-21	7[16.7 µM]	x	1	x	-6	2
CCCCN1CC(=O)N2[C@H]3c4cc(Cl)ccc4OC[C@@H]3[C@H](C(=O)OCC)[C@]2(C)C1=O
  3	-11	2	1	-6	-3	-17	0
Cn1nccc1C(=O)NCCN1C(=O)OC(C)(C)C1(C)O (configuration not stated)
  x	x	-1	12	x	x	-13	0
Cc1ccc2cc(CN(Cc3ccco3)C(=O)c3ccco3)c3nnnn3c2c1
  -23	-23	-8	-2	x	x	1	-1
COc1ccc(S(=O)(=O)N(C)C[C@H]2Oc3c(NS(=O)(=O)c4cn(C)cn4)cccc3C(=O)N([C@H](C)CO)C[C@H]2C)cc1
  10	11	17[16.7 µM]	x	-6	-2	-25	-1
Cc1cc(C)nc(NC2=N[C@@H]3CCCC[C@H]3N2C(=O)Nc2cc(Cl)cc(Cl)c2)n1
  -7	3	x	-5	3	1	5	x
C[C@H](CO)N1C[C@H](C)[C@@H](CN(C)CC2CCCCC2)Oc2c(NS(=O)(=O)c3cn(C)cn3)cccc2C1=O
  2&-4	-18&-2	-18[16.7 µM]	5&-10	16&11	-4&1	-11&5	6&-1
Cc1cccc(C)c1NC(=O)COC(=O)c1ccc2c(c1)OCO2
  5	-12	-7	14	6	-3	4	x
CN(C)c1ncnc2c1ncn2[C@H]1CN(Cc2ccncc2)C[C@@H](CO)O1
  8	-13	-7	-5	x	2	-4	1
COc1cccc(CNC(=O)C2CCC(CNc3nc(=S)[nH]c4ccccc34)CC2)c1 (configuration not stated)
  11	13	-2	3	x	-3	7	1
CCCc1nn2c(=O)cc(O)nc2s1
  x	2	-2	-2	3	x	-1	x
C[C@H]1CN([C@@H](C)CO)C(=O)c2cc(NC(=O)Nc3ccccc3)ccc2O[C@@H]1CN(C)Cc1ccncc1
  -9	4	0[16.7 µM]	x	2	3	3	2
FC(F)(F)c1cc(-c2ccccc2)nc2nc(N3CCOCC3)sc12
  -12	-2	x	-2	x	13	-23	x
CC(C)OC(=O)c1ccc(N)cc1
  -2	-24	x	-4	4	-5	-25	x
Cc1noc(C)c1NC(=O)Nc1ccc2c(c1)CC(=O)N([C@@H](C)CO)C[C@H](C)[C@H](CN(C)Cc1ccncc1)O2
  -9	7	0[16.7 µM]	x	3	1	-2	0
Cc1ccc(S(=O)(=O)N2CCN(C(=O)COC(=O)c3cncc(Br)c3)CC2)c(C)c1
  -13	-8	x	-3	x	2	1	x
COc1ccccc1NC(=O)CCC(=O)OCc1cccc([N+](=O)[O-])c1
  1	7	-6	4	3	0	-2	x
CC(C)c1[nH]nc2c1C(c1ccccc1)NC2=O (configuration not stated)
  -14	0	x	-1	x	-2	3	x
C[C@@H]1CN([C@@H](C)CO)S(=O)(=O)c2ccc(-c3cccc(C(=O)N(C)C)c3)cc2O[C@@H]1CN(C)C(=O)Nc1ccccc1
  9	0	18[16.7 µM]	x	5	-1	-12	4
N#CCCn1c(Cl)nc2ccccc21
  2	-9	5	x	-2	1	x	6
CC1(c2nnnn2-c2ccc3c(c2)OCCO3)CCC(=O)N1CCc1c[nH]c2ccccc12 (configuration not stated)
  0	10	x	2	x	-1	12	x
Cn1cnc([N+](=O)[O-])c1Sc1nc2ccccc2[nH]1
  48	x	3	4	-35	1	-9	0
C[N+]1(CC#CC(O)(c2ccccc2)c2ccccc2)CCCC1
  -3	-1	x	2	x	-9	-5	x
COc1ccc(OCC(=O)Nc2ccc(S(=O)(=O)Nc3cc(C)on3)cc2)cc1
  1	6	5	-1	-1	7	-16	1
Cc1cc(C)c2sc(N(CCCN(C)C)C(=O)c3ccc(S(=O)(=O)N(C)Cc4ccccc4)cc3)nc2c1
  5	12	3	x	-9	-7	22	0
Cc1ccc(C(=O)O)cc1NC(=S)NC(=O)c1ccc([N+](=O)[O-])c(C)c1
  6	13	x	7	x	3	-7	x
C/C=C/c1ccc([C@@H]2[C@H](CO)N(Cc3ccccn3)[C@H]2CNC(C)=O)cc1
  -1	6	24[16.7 µM]	-9	-2	0	-6	-1
CCC(C)c1ccc(NC(=S)Nc2ccc(OC)cc2C)cc1 (configuration not stated)
  x	-1	0	-2	x	x	-8	7
CCOC(=O)c1c(NC(=O)c2ccc(N3C(=O)[C@@H]4[C@H](C3=O)[C@H]3C=C[C@@H]4C3)cc2)sc2c1CCCC2
  -5	-5	-6	-10	4	-3	-16	0
Cc1nn(C)c(C)c1/C=C(/C(=O)C(C)(C)C)n1cncn1
  22	23	x	11	-7	2	58	-1
COc1ccc(CNC(=O)C2CCCN2S(=O)(=O)c2ccc(F)cc2)cc1 (configuration not stated)
  -3	12	x	0	10	3	-1	x
CCCCNC(=O)c1cc2nc(-c3ccc(OC)cc3)cc(C(F)(F)F)n2n1
  5	11	9	-3	-3	-1	8	-1
CCN(CC(=O)Nc1cccc(OC)c1)c1ncnc2sc(C)c(C)c12
  x	4	2	-1	19	x	8	3

# Later entries
# Order of values – EWS-Fli inh	LGR2 inh	miR122 inh	FN deposit inh	PGC1a acetyl inh	Casp6 inh	PAX8 inh HTS	Cneo AK release
CC1=Nc2ccccc2N=C(NC(=O)CN2CCN(c3ccccc3)CC2)C1c1ccccc1 (configuration not stated)
  4	-9	x	-14	86*	0	-10	x
CCCNC(=O)N1C[C@H]2[C@@H](c3ccccc31)[C@@H](CO)N2CC1CCCCC1
  5	-9	-7[16.7 µM]	2	-5	x	-17	4
CCOC(=O)c1cnc(SCC(=O)Nc2cc(OC)cc(OC)c2)nc1N
  x	x	5	5	x	x	20	-2
O=C(Nc1ccc(F)cc1)N1CCCCN2[C@H](C1)[C@@H](c1ccc(-c3ccncc3)cc1)[C@@H]2CO
  2	1	-2[16.7 µM]	x	-8	4	-4	-1
CCOC(=O)c1sc(NC(=O)COc2ncnc3ccccc23)c(C(=O)OCC)c1C
  16	9	x	x	4	0	-13	x
CC(C)c1csc(CN2CCN(Cc3ccc(F)c(F)c3)C(CCO)C2)n1 (configuration not stated)
  5	9	x	14	9	2	17	x
CO[C@H]1CN(C)C(=O)c2cc(NC(=O)c3cc(C)on3)ccc2OC[C@@H](C)N(C(C)=O)C[C@H]1C
  12	1	-3[16.7 µM]	7	3	4	x	1
C#CCN(Cc1cccc(F)c1)C(=O)c1nnc2c3ccccc3n(S(=O)(=O)c3ccc(C)cc3)c2n1
  7	-17	x	14	x	2	-7	x
O=C(c1cccs1)N1CCN(Cc2cccc([N+](=O)[O-])c2)CC1
  4	18	x	8	x	2	22	x
Cc1ccc(C=NNc2ccc([N+](=O)[O-])cn2)cc1
  -77	-85	x	x	x	0	-242	x

# Whole records, looked up by structure:
# CO[C@H]1CN(C)C(=O)c2cc(NC(=O)c3cc(C)on3)ccc2OC[C@@H](C)N(C(C)=O)C[C@H]1C is listed with EWS-Fli inh: 12; LGR2 inh: 1; miR122 inh: -3[16.7 µM]; FN deposit inh: 7; PGC1a acetyl inh: 3; Casp6 inh: 4; PAX8 inh HTS: x; Cneo AK release: 1
# CC1=Nc2ccccc2N=C(NC(=O)CN2CCN(c3ccccc3)CC2)C1c1ccccc1 (configuration not stated) is listed with EWS-Fli inh: 4; LGR2 inh: -9; miR122 inh: x; FN deposit inh: -14; PGC1a acetyl inh: 86*; Casp6 inh: 0; PAX8 inh HTS: -10; Cneo AK release: x
